# pPAFAH FP inh = pPAFAH (human) enzyme inhibition. recombinant pPAFAH, FP-rhodamine probe fluorescence polarization. inhibition, % at 3.39 µM. hit rate 1.5% among 330,000;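 active = inhibition above the mean inhibition across the screen plus 3 SD, cut at about 25% in these data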;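 note: inhibitors block binding of the rhodamine activity-based probe so polarization drops; 0% = enzyme with DMSO and 100% = wells lacking pPAFAH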
# Target sequence (Q13093 whole entry, looked up): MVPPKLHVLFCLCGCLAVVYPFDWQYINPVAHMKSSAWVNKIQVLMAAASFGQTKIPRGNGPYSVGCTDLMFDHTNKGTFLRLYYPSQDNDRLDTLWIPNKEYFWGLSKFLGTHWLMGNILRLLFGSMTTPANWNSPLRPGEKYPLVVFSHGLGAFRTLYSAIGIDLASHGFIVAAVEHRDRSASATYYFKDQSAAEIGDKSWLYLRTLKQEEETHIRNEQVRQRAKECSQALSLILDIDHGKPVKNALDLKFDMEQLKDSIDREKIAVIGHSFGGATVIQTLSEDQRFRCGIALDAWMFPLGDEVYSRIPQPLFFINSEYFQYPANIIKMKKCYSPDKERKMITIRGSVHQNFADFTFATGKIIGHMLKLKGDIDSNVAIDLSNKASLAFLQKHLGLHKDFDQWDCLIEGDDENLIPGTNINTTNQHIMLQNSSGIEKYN
# LYPLA1 counter = blocks human lysophospholipase 1, a PME1 counter-screen; O75608; recombinant LYPLA1, FP-Rh probe fluorescence polarization; inhibition, % at 5.9 µM; hit rate 0.16% among 320,000;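 active = inhibition above the mean of all tested compounds plus 3 SD, set per campaign, cut at about 14% in these data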;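 note: inhibitors block serine hydrolase probe labeling of LYPLA1 so polarization falls; 0% = enzyme with DMSO and 100% = wells lacking LYPLA1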
# Target sequence (O75608 whole entry, looked up): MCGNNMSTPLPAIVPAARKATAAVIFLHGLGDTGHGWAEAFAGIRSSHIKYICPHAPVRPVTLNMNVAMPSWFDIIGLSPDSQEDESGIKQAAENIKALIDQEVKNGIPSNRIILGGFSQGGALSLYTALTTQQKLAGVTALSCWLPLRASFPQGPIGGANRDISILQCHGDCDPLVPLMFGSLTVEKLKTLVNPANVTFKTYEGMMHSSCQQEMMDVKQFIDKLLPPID
# PREPL inhibitor = inhibits the human prolyl oligopeptidase-like enzyme | inhibition, % at 5.96 µM | hit rate 0.68% among 320,000 | recombinant PREPL, fluorescence polarization activity-based probe; in the data active = inhibition above about 43%;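 note: 0% = enzyme with DMSO and 100% = wells lacking enzyme; many of its hits are not listed in these tables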
# PAD4 inh = blocks human protein arginine deiminase 4; Q9UM07; recombinant PAD4, RCA probe fluorescence polarization; inhibition, % at 6.36 µM; hit rate 0.41% among 330,000; AID 485272;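 active = percent inhibition above a cutoff equal to the mean of all tested compounds plus 3 SD, cut at about 15% in these data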;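 note: 0% = PAD4 with RCA probe and DMSO and 100% = probe without PAD4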
# GSTO1 inh = GSTO1 inhibition, counter-screen for RBBP9 inhibitors; P78417; recombinant GSTO1, activity-based probe fluorescence polarization; inhibition, % at 5.96 µM; hit rate 1.1% among 300,000; AID 1974;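 active = inhibition above the campaign mean inhibition plus 3 SD, cut at about 35% in these data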;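 note: 0% = GSTO1-1 with DMSO and 100% = wells lacking GSTO1-1 enzyme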
# PME-1 primary = PME-1 (human) inhibition; AID 2130; hit rate 0.53% among 320,000; recombinant PME-1, FP-Rh probe fluorescence polarization; Q9Y570; inhibition, % at 5.9 µM;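 active = inhibition above the campaign mean of all compounds plus 3 SD, cut at about 26% in these data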;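 note: competitive labeling of PME-1 active site by serine hydrolase directed probe; 0% = PME-1 with DMSO and 100% = wells lacking PME-1 enzyme; inhibitors block probe labeling so polarization falls and inhibition rises; many of its hits are not listed in these tables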
# PAFAH1B2 inh = blocks human PAF acetylhydrolase 1b catalytic subunit 2. P68402. recombinant PAFAH1B2, FP-rhodamine activity probe, fluorescence polarization. inhibition, % at 3.39 µM. hit rate 1.2% among 340,000;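 active = inhibition above the mean of all tested compounds plus 3 SD, cut at about 24% in these data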;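 note: 0% = enzyme with DMSO and 100% = wells lacking PAFAH1B2; many of its hits are not listed in these tables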
# LYPLA2 inh = blocks human lysophospholipase 2, a PME1 counter-screen | O95372 | recombinant LYPLA2, FP-Rh probe fluorescence polarization | inhibition, % at 5.9 µM | hit rate 0.38% among 320,000;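 active = inhibition above the screen-wide mean plus 3 SD, limit set per campaign, cut at about 26% in these data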;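 note: 0% = LYPLA2 with DMSO and 100% = wells lacking LYPLA2 enzyme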
# PAFAH1B3 inh = blocks human PAF acetylhydrolase 1B catalytic subunit 3. recombinant PAFAH1B3, FP-rhodamine probe, fluorescence polarization. inhibition, % at 3.39 µM. hit rate 0.28% among 340,000;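 active = inhibition above the screen-wide average of all tested compounds plus 3 SD, cut at about 25% in these data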;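 note: 0% = enzyme with DMSO only and 100% = wells lacking PAFAH1B3 protein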
# Target sequence (Q15102 whole entry, looked up): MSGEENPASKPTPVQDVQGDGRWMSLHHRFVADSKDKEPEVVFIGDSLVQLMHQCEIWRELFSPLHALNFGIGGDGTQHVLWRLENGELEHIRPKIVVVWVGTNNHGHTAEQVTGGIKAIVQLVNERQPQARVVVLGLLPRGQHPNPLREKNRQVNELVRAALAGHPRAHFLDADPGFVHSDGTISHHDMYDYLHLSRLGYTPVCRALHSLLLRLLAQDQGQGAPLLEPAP
# The depositor's hits bear a star; · = not tested or not shown.
SMILES,pPAFAH FP inh,LYPLA1 counter,PREPL inhibitor,PAD4 inh,GSTO1 inh,PME-1 primary,PAFAH1B2 inh,LYPLA2 inh,PAFAH1B3 inh
CN(CC(=O)Nc1cccc(F)c1)C(=O)c1ccc(N2CCCCCC2)c([N+](=O)[O-])c1,4,-3,25,5,-1,-5,4,1,4
COc1ccc([C@H]2/C=C\CN(C(=O)c3ccc(C)cc3)[C@@H](C)C(=O)N2Cc2ccc(F)cc2)cc1,4,0,35,-2,-6,2,6,-5,-2
CC(=O)Nc1ccc(S(=O)(=O)NCCC(=O)OCC(=O)NCc2ccccc2)cc1,7,·,7,-3,·,·,1,·,6
COc1ccc(C(=O)CC(=O)C(=O)Nc2ccccc2)cc1,5,-2,7,3,-3,-4,1,-6,12
Cc1cccc(NC(=O)CSCC(=O)Nc2nnc(C3CC3)s2)c1,4,0,5,-1,-1,3,8,-6,17
O=C(NCc1ccc(F)cc1)c1cccnc1,-1,-2,-2,-3,-3,-5,8,-5,5
CC(C(=O)N1CCCC1)N(c1ccccc1)S(C)(=O)=O (stereo unspecified),1,1,-4,2,8,-3,5,6,7
NS(=O)(=O)c1ccc(CCNC(=O)CN2CCN(c3ccccc3F)CC2)cc1,0,1,3,-3,3,-3,-2,-3,4
CC1CC(C)CN(C(=O)COC(=O)c2cncc(Br)c2)C1 (stereo unspecified),3,·,8,-4,·,·,3,·,3
COc1ccc(C(=O)COC(=O)/C=C/c2ccccc2)cc1,5,3,-11,0,-3,-1,1,4,2
CCOc1cc(CNC(=O)CN2C(=O)c3ccccc3S2(=O)=O)ccc1OC,3,-3,-1,-2,7,4,-2,5,3
COc1cccc(C(=O)N(Cc2ccc(N(C)C)cc2)C2CCS(=O)(=O)C2)c1 (stereo unspecified),3,3,3,-1,5,-4,3,1,0
Cc1cc(NC(=O)NN2CCOCC2)nn1-c1c(Cl)cc(Cl)cc1Cl,-4,1,12,-6,5,9,1,-5,8
C/C(=N/NC(=S)Nc1ccccc1)c1ccc2c(c1)OCO2,-3,4,6,-3,-1,5,4,6,3
CCCOc1ccc(N2C(=O)CC(N(O)c3ccccc3)C2=O)cc1 (stereo unspecified),8,-3,-2,-2,18,4,8,0,-4
Cc1cc(C)c(OCC(=O)N/N=C/c2ccc3c(c2)OCO3)c(C)c1,4,2,-3,1,-6,-2,4,4,7
S=C(NCCc1ccccc1)N1CCN(C(c2ccccc2)c2ccccc2)CC1,2,-4,2,-5,2,-9,-7,-13,-8
COC(=O)c1ccc(C2C3=C(Nc4nnnn42)c2ccccc2OC3)cc1 (stereo unspecified),-3,-2,-105,0,5,-5,4,-3,11
O=C(NCCc1ccccn1)C1CCN(S(=O)(=O)c2ccc3ccccc3c2)CC1,-3,2,-2,4,4,5,1,0,-9
COc1ccccc1N1CCN(c2nc(N)c(C#N)c(CC#N)c2C#N)CC1,8,0,34,-8,-4,6,1,2,7
O=C(/C=N/O)Nc1ccccc1C(=O)O,-3,1,10,0,0,-6,6,4,17
CN(C)CCCN(C(=O)c1ccc(S(=O)(=O)N2CCCCCC2)cc1)c1nc2c(F)cccc2s1,7,0,2,-9,-2,1,-1,2,6
Cc1ccc(OCCOc2ccc(Br)cc2)c([N+](=O)[O-])n1,6,3,36,-1,-4,3,5,4,3
CCn1cnc2cc(NCc3ccc(Br)cc3)ccc21,9,2,42,1,2,3,·,4,·
CCN(CC)c1ccc(NC(=O)Nc2ccccc2)cc1,8,1,16,-4,17,6,4,2,3
CC(=O)c1nn(-c2cccc(C(F)(F)F)c2)c(=O)[nH]c1=O,6,-1,3,-5,7,-2,7,0,5
COc1ccc(OC(=O)CCCN2C(=O)c3ccccc3C2=O)cc1,-1,-4,11,-4,3,-2,2,-3,-3
CN(CC(=O)Nc1ccc(F)cc1)C(=O)Cn1cnc2ccc(Cl)cc2c1=O,3,-2,4,6,·,-4,-2,-4,7
O=S(=O)(NCc1ccccc1)c1ccc(Cl)c(S(=O)(=O)NCc2ccccc2)c1,2,-1,-2,3,-6,13,6,-6,5
c1ccc(-n2ncc3c(N4CCCC4)ncnc32)cc1,2,-1,8,-2,2,3,0,2,6
CN(c1ccccc1)S(=O)(=O)c1cccc(NC(=O)c2ccc3ncsc3c2)c1,-16,-37,-5,-1,-82,-45,-5,-64,-8
CCOc1ccccc1NS(=O)(=O)c1ccc(Br)s1,-1,1,-2,8,-1,5,3,12,3
Cn1c(N2CCC(C(N)=O)CC2)nc2c1c(=O)n(Cc1ccc(Cl)cc1)c(=O)n2C,4,2,10,-5,3,10,9,10,-6
CCOC(=O)c1ccc(Nc2nc(C)cc(C)c2C#N)cc1,4,-6,-5,-5,0,7,1,-9,5
O=C(CSc1nnc(CNC(=O)c2c(F)cccc2F)o1)NCc1ccccc1,0,-2,-1,-3,1,-2,2,-1,2
O=C(Nc1ccc(Cl)cc1-c1nc2ccccc2s1)c1ccco1,0,-3,-5,0,-3,-7,-3,-4,-2
CCOc1cc(/C=C2\C(=O)N(c3cccc(C(F)(F)F)c3)C(=O)c3ccccc32)ccc1O,5,3,22,1,2,2,7,11,10
CCN(CC)S(=O)(=O)c1ccc(-c2cn3ccc(C)cc3n2)cc1,7,4,6,5,0,-6,-1,4,11
Cn1c(=O)cc(OCCCC(=O)N2CCN(c3ccccc3)CC2)c2ccccc21,5,-1,-21,-2,-2,4,-2,11,9
CCCCNc1nc(-c2ccccc2)nc(-n2ccnc2)n1,2,-2,17,1,6,2,5,-2,-3

# The closing 2 records of the section before open the next one.
SMILES,pPAFAH FP inh,LYPLA1 counter,PREPL inhibitor,PAD4 inh,GSTO1 inh,PME-1 primary,PAFAH1B2 inh,LYPLA2 inh,PAFAH1B3 inh
Cn1c(=O)cc(OCCCC(=O)N2CCN(c3ccccc3)CC2)c2ccccc21,5,-1,-21,-2,-2,4,-2,11,9
CCCCNc1nc(-c2ccccc2)nc(-n2ccnc2)n1,2,-2,17,1,6,2,5,-2,-3
CCO[C@H]1OC(C(=O)N2CCN(Cc3ccccc3)CC2)=C[C@@H](c2cn(C(C)=O)c3ccccc23)[C@@H]1CCCO,9,1,5,-1,8,10,3,6,1
Cc1ccc(S(=O)(=O)NCCC(=O)NC2CCCCC2)cc1,4,·,27,-5,·,·,3,·,11
N#C/C(=C/c1cn(-c2ccccc2)nc1-c1cccc(S(=O)(=O)N2CCCC2)c1)C(=O)NCc1ccco1,11,-17,-21,-3,-15,-39,-12,-36,-14
Cn1c(N)c(N2CCCCC2)c(=O)n(CC(=O)Nc2cccc(C#N)c2)c1=O,3,·,1,4,·,·,6,·,10
COc1cc(-c2nc(-c3ccc(NC(=O)c4ccc5c(c4)OCO5)cc3)no2)cc(OC)c1OC,-4,-6,9,-4,-3,-7,-3,-7,-11
Fc1ccccc1CNc1nc(-c2cccnc2)nc2ccccc12,7,-9,13,-7,-11,-1,-2,-10,6
COc1ccc(C2CC2/C(C)=N/OC(=O)c2cccs2)cc1 (stereo unspecified),0,0,2,3,9,-2,-4,0,4
O=C(COC(=O)C1CCN(S(=O)(=O)c2cccs2)CC1)NCc1ccccc1,9,1,13,-2,7,5,7,11,-7
O=C(CCc1ccccc1)Nc1nnc(-c2ccccn2)o1,-2,0,10,-1,3,5,9,11,7
Cc1cccc(/C=C/C(=O)c2ccc([N+](=O)[O-])o2)c1,8,-3,0,1,18,4,8,1,10
Cc1ccc(O)c(N=Nc2nccs2)c1,3,1,1,1,·,5,3,2,16
O=C(NC1CCCC1)c1cc2c(=O)n3ccccc3nc2s1,4,0,0,-5,·,2,7,-2,8
COc1ccc(NC(=O)c2ccc(-c3nn(C)c(=O)c4ccccc34)cc2)cc1,3,-3,-2,-7,-9,-2,0,2,19
O=C(CNC(=O)c1cc(Cl)cc([N+](=O)[O-])c1)OCC(=O)N1CCCCC1,2,1,25,2,·,1,4,6,2
COC(=O)c1ccc(C)c(NC(=O)CCSc2ccc(C)cc2)c1,12,2,4,4,-2,-6,12,-9,6
O=C(Nc1ccnn1C1CCN(C2CCCC2)CC1)c1ccccc1,2,1,9,2,1,-3,3,6,5
Clc1ccc2c(c1)C(c1cccs1)=NNC(c1cccnc1)=N2,6,-1,-76,-3,0,-11,4,0,1
CN(Cc1ccccc1Cl)C(=O)CNC(=O)C12CC3CC(CC(C3)C1)C2,4,·,22,2,·,·,10,·,16
O=C(CCC1CCCCC1)NCc1cccnc1,7,-2,-3,5,0,1,6,2,8
CN1c2ccccc2C2(C)CCCC3=Cc4cccc([N+](=O)[O-])c4OC312 (stereo unspecified),1,-1,-6,1,-2,1,0,1,0

# A stretch of the results above:
SMILES,pPAFAH FP inh,LYPLA1 counter,PREPL inhibitor,PAD4 inh,GSTO1 inh,PME-1 primary,PAFAH1B2 inh,LYPLA2 inh,PAFAH1B3 inh
Cc1ccc(O)c(N=Nc2nccs2)c1,3,1,1,1,·,5,3,2,16
O=C(NC1CCCC1)c1cc2c(=O)n3ccccc3nc2s1,4,0,0,-5,·,2,7,-2,8
COc1ccc(NC(=O)c2ccc(-c3nn(C)c(=O)c4ccccc34)cc2)cc1,3,-3,-2,-7,-9,-2,0,2,19
O=C(CNC(=O)c1cc(Cl)cc([N+](=O)[O-])c1)OCC(=O)N1CCCCC1,2,1,25,2,·,1,4,6,2
COC(=O)c1ccc(C)c(NC(=O)CCSc2ccc(C)cc2)c1,12,2,4,4,-2,-6,12,-9,6
O=C(Nc1ccnn1C1CCN(C2CCCC2)CC1)c1ccccc1,2,1,9,2,1,-3,3,6,5

# (list continues)
SMILES,pPAFAH FP inh,LYPLA1 counter,PREPL inhibitor,PAD4 inh,GSTO1 inh,PME-1 primary,PAFAH1B2 inh,LYPLA2 inh,PAFAH1B3 inh
CCOC(=O)[C@@H]1[C@H]2COc3cc(OC)ccc3[C@@H]2N2C(=O)N(c3cccc(Cl)c3)C(=O)[C@]12C,2,1,-32,4,-4,-1,-4,6,2
COC(=O)[C@H](Cc1ccccc1)NC(=O)N1Cc2ccccc2C[C@H]1C(=O)OC,0,1,-17,-5,2,-1,7,-2,2
COc1ccc(C(=O)Nc2ccc(Nc3ccccc3)cc2)cc1[N+](=O)[O-],23,-1,27,0,-11,4,10,8,9
Cc1cc(CNC(=O)c2ccc3c(c2)OCO3)c2ccccc2n1,3,-2,8,1,11,1,5,5,9

# Some values from the list:
# `COC(=O)[C@H](Cc1ccccc1)NC(=O)N1Cc2ccccc2C[C@H]1C(=O)OC` in PME-1 primary → -1
# `Cc1cc(CNC(=O)c2ccc3c(c2)OCO3)c2ccccc2n1` in LYPLA1 counter → -2
# `COc1ccc(C(=O)Nc2ccc(Nc3ccccc3)cc2)cc1[N+](=O)[O-]` in PREPL inhibitor → 27

# Screening results from PubChem.

# This is a subset; count on the stated rates, not on these rows.
